Bioassay records: PubChem, National Center for Advancing Translational Sciences (NCATS)
HCV inhibitor: inhibitors of hepatitis C virus infection | Huh7.5.1 HCVcc-Cre infection, luciferase reporter, 44 h | Potency, µM (series often up to 41.8 µM), for inactives: top-dose activity change, negative = inhibition, usual class: inhibitors | hit rate 3.4% among 340,000 | AID 651820
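Compounds are dispensed onto cells plated 4 h earlier at 1,000 per well, with HCVcc-Cre virus (about 0.5 moi) added next. Following 44 h of culture, luminescent signal is measured for 15 sec after 15 min with substrate at room temperature.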
LmPK inh: LmPK (Leishmania mexicana) enzyme inhibition | Q27686 | purified LmPK, Kinase-Glo ATP luminescence, 1 h | Potency, µM (titrated, usually from 57.5 µM), without a hit: at the highest dose activity change, negative = inhibition, actives largely listed as inhibitors | hit rate 0.37% among 290,000
Target sequence (Q27686 whole entry, looked up): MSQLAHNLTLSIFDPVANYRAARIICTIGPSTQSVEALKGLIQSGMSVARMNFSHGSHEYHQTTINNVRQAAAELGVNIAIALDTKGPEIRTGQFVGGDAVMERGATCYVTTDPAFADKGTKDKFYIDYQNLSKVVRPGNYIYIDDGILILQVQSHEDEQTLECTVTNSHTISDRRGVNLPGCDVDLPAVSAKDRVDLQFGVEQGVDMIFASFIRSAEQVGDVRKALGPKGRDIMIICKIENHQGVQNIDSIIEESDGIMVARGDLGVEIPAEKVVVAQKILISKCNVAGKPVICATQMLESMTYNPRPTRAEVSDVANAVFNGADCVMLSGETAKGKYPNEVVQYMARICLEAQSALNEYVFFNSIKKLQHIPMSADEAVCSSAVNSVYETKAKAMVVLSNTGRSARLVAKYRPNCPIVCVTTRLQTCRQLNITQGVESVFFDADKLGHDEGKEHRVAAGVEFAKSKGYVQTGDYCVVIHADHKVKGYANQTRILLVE
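In 50 mM imidazole pH 7.2 with 7 mM MgCl2, LmPK (0.1 nM) turned over PEP (0.5 mM) and ADP (0.1 mM) for 1 h at room temperature. Luciferase read-out of ATP.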
Pf growth 48h: inhibits P. falciparum growth in the first generation, 48 h | Potency, µM (doses to about 28.7 µM), inactives show at the highest dose activity change, negative = inhibition, hits mostly inhibitors | P. falciparum luciferase growth in erythrocytes, 48 h | hit rate 5.9% among 310,000
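Parasite viability was followed by luminescence of a genomically integrated firefly luciferase. Cultures held 0.1% parasitemia at 2% hematocrit (final), incubated under 5% CO2 at 37 C.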
Sm TGR inh: inhibitors of Schistosoma mansoni thioredoxin glutathione reductase. Q962Y6. purified TGR, DTNB reduction, TNB absorbance 405 nm. Potency, µM (top dose mostly 114 µM), without a hit: at the top dose activity change, negative = inhibition, usual class: inhibitors. hit rate 3% among 360,000. AID 485364; note: nearly all actives have a fitted effect of over 60% in size
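First, TGR (20 nM dispensed) and NADPH were mixed with compound. Second, a 15 min room-temperature incubation followed. Third, further NADPH and then DTNB were added to start the reaction. Finally, TNB absorbance was monitored kinetically.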
Pf growth 96h: inhibits malaria parasite growth, 96 h | Potency, µM (top dose mostly 28.7 µM), for inactives: at the top dose activity change, negative = inhibition, actives largely listed as inhibitors | AID 504834 | hit rate 6.9% among 320,000 | P. falciparum luciferase reporter growth, 96 h
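Luminescence readout: decreased luciferase signal marks inhibited growth of reporter-expressing P. falciparum in infected red cells (2% hematocrit, 0.05% parasitemia final), exposed to compound two generations (96 h, 37 C, 5% CO2).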
TbPYK inhibitor: blocks Trypanosoma brucei pyruvate kinase; TbPYK enzyme, Kinase-Glo Plus ATP luminescence, 45 min; Potency, µM (series often up to 76.8 µM), for the others: at the top dose activity, negative = inhibition, actives largely listed as inhibitors; hit rate 0.12% among 410,000; AID 624173; note: nearly all actives have a fitted effect of over 50% in size
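Activity of T. brucei pyruvate kinase was followed by Kinase-Glo Plus luminescence after the enzyme reacted 45 min at room temperature with 130 uM ADP (final) and substrate. Test compounds were added before ADP at multiple concentrations.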
Active calls of the source: *; ? = inconclusive; · = not tested or not shown; & = joins results of further samples; [ ] = dose if it differs, or a comment. Calls come from the whole dose curve; as a rule, active = well fitted curve in the direction sought with a large enough effect; inconclusive = small, poorly fitted or top-dose-only effect, or another doubt; inactive = no such curve, though single readings can be large; an effect the other way counts as inactive or inconclusive. % is set by controls: 0 for no effect and ±100 for the full control effect; potency is the fitted concentration of half-maximal effect.

Labels used below: A = HCV inhibitor; B = LmPK inh; C = Pf growth 48h; D = Sm TGR inh; E = Pf growth 96h; F = TbPYK inhibitor
COc1ccc(/C=C2\CCc3c2nc2ccccc2c3C(=O)O)cc1OC
  A: 8%	B: 1%	C: 49%[activator]	D: -15%	E: 119%[activator]	F: 6%
C/C(=N\NS(=O)(=O)c1ccc(C)cc1)c1ccc(C)o1
  A: 4%	B: 2%	C: 3%	D: ·	E: -9%	F: -6%
c1cc(-c2cccs2)nc(-c2cccs2)c1
  A: 15%	B: -4%	C: 24%	D: -26%	E: 13%	F: 2%
CN1CCN(S(=O)(=O)c2ccc(NC(=O)c3cccs3)cc2)CC1
  A: -6%	B: 0%	C: -26%	D: 14%	E: 21%	F: -4%
O=C(O)c1ccc(S(=O)(=O)N[C@H](Cc2ccc([N+](=O)[O-])cc2)C(=O)O)cc1
  A: ·	B: ·	C: 2%	D: 2%	E: 8%	F: ·
Cc1cccc(-n2c(C)cc(/C=N/O)c2C)c1
  A: -5%	B: -1%	C: -5%	D: -5%	E: ?	F: -4%
CC(NC(=O)C1CCC(CNc2c(N3CCOCC3)c(=O)c2=O)CC1)c1ccccc1 (stereo unspecified)
  A: 8%	B: 2%	C: ·	D: -17%	E: 13µM*	F: -4%
Cn1c(=O)c2c(nc(NCC3CCCO3)n2C)n(C)c1=O (stereo unspecified)
  A: 8%	B: -13%	C: -1%	D: 4%	E: ·	F: 5%
CC(=O)Nc1ccc(S(=O)(=O)N(Cc2ccco2)Cc2cc3ccccc3[nH]c2=O)cc1
  A: -27%	B: 0%	C: -6%	D: -34%	E: ?	F: 5%
Nc1nonc1C(=O)NCCNS(=O)(=O)c1ccc(Br)cc1
  A: 15%	B: -6%	C: -17%	D: -9%	E: 0%	F: 1%
CCOC(=O)C1(C)/C(=N/Nc2ccccc2Cl)C(=O)C(=O)N1c1ccccc1 (stereo unspecified)
  A: 8%	B: -1%	C: 15%	D: ?	E: ·	F: 0%
O=C(Nc1ccc(Cl)cc1)C1CC(=O)n2c(nc3ccccc32)N1 (stereo unspecified)
  A: 18%	B: -2%	C: 5%	D: -8%	E: -31%	F: 2%
O=C(NC1CCCC1)c1cccc2c1C(=O)c1ccc(Cl)cc1S2(=O)=O
  A: -7%	B: ·	C: 2%	D: -23%	E: ?	F: 2%
COc1ccc(OC)c(-n2nnnc2SCC(=O)Nc2ccccc2OC)c1
  A: ?	B: 25%	C: -6%	D: -3%	E: ?	F: -1%
CCOC(=O)N/N=C\C=C\c1ccc2c(c1)OCO2
  A: 6%	B: -7%	C: 58%[activator]	D: -14%	E: ?	F: -7%
c1ccc(Cn2nnnc2C(c2cccs2)N2CCOCC2)cc1 (stereo unspecified)
  A: 1%	B: -1%	C: 19%	D: -20%	E: -1%	F: -5%
O=C(CCNS(=O)(=O)c1ccc(Br)cc1)NCCc1ccc(Cl)cc1
  A: ?	B: 6%	C: -17%	D: -11%	E: -22%	F: -3%
CCCCN(C(=S)SC)C1CCS(=O)(=O)C1 (stereo unspecified)
  A: 5%	B: 1%	C: 49%	D: 4%	E: 82%[activator]	F: 2%
COc1ccc(-c2cc(C(=O)N3CCN(Cc4ccccc4)CC3)no2)cc1OC
  A: ?	B: 3%	C: 0%	D: -34%	E: 8%	F: 1%
Cn1nc(C(C)(C)C)cc1C(=O)NNC(=O)c1ccccc1Cl
  A: ?	B: 1%	C: 40%[activator]	D: 19%	E: 3%	F: 6%
CC1(C)C2CCC1(C(=O)O)c1nc3ccccc3nc12 (stereo unspecified)
  A: 6%	B: 0%	C: 11%	D: 21%	E: ?	F: -8%
COc1ccc(OC)c(N(C(=O)c2ccco2)C(C(=O)NC2CCCC2)c2ccc(N3CCOCC3)cc2)c1 (stereo unspecified)
  A: 6%	B: 2%	C: ?	D: -12%	E: -17%	F: 5%
CC1COC(=O)C(NNc2ccc(Cl)c(Cl)c2)=N1 (stereo unspecified)
  A: -6%	B: 6%	C: 21%	D: -10%	E: 11%	F: -1%
CCN1CCN(c2ncnc3c2sc2nc(N4CCOCC4)c4c(c23)CCC4)CC1
  A: 17%&-6%	B: -1%	C: -4%	D: -5%	E: 52%[activator]	F: -5%
NC(=S)N1OC[C@@H]2COc3ccc4ccccc4c3[C@@H]21
  A: ?	B: -8%	C: -8%	D: -27%	E: 1%	F: -1%
CCc1cc(-c2[nH]ncc2-c2nc3ccccc3n2C)c(O)cc1O
  A: -22%	B: 0%	C: -18%	D: 12%	E: -25%	F: 0%
CCOc1ccc(C(=O)Nc2cccc(-c3ccc4nncn4n3)c2)cc1
  A: ?	B: 1%	C: -10%	D: -3%	E: ?	F: 2%
O=C(CNC(=S)N(Cc1ccccc1F)C1CCCCC1)NCC1CCCO1 (stereo unspecified)
  A: -13%	B: -1%	C: ?	D: 2%	E: 11%	F: -19%
CCc1c(C)nc(N)nc1N1N=C1SC(C(C)=O)C(C)=O
  A: 8%	B: 0%	C: -15%	D: -2%	E: -2%	F: -12%
Cc1ccc2nc(N3CCN(C(=O)CCCC(=O)O)CC3)nc(-c3ccccc3)c2c1
  A: 0%	B: 7%	C: -62%	D: 9%	E: ?	F: 4%
C/C(=N\Nc1nncc2ccccc12)c1cccc(OC(F)F)c1
  A: ?	B: -9%	C: 140%[activator]	D: 0%	E: 288%[activator]	F: -21%
Cc1ccc(NC(=O)CCn2nc(C)cc2C)cc1
  A: 13%	B: -1%	C: ·	D: -6%	E: 27%	F: -9%
N#CCCN(C(=O)c1cc2c(s1)-c1ccccc1S(=O)(=O)C2)c1ccccc1
  A: 0%	B: -5%	C: ?	D: -1%	E: ?	F: 3%
CC(C)OCCCNC(=O)Cn1ccc2cc(S(=O)(=O)N3CCCCCC3)ccc21
  A: 19%	B: 5%	C: -10%	D: -27%&-1%	E: ?	F: 5%&3%
CCc1cccc2c(C(=O)COC(=O)c3cccc(S(=O)(=O)N(C)C4CCCCC4)c3)c[nH]c12
  A: 12%	B: 2%	C: -10%	D: 11%	E: ?	F: -5%
O=C(O)c1nn(CCSc2ccccc2F)c(=O)c2ccccc12
  A: 1%	B: 5%	C: 37%[activator]	D: 9%	E: 56%[activator]	F: 0%
O=C(c1cc(C(=O)N2CCCC2)cc([N+](=O)[O-])c1)N1CCCC1
  A: 15%	B: -8%	C: 12%	D: 8%	E: 29%	F: -4%
Nn1c(Cc2cccc3ccccc23)nnc1SCc1ccc(Cl)c(Cl)c1
  A: -28%	B: 0%	C: ?	D: -4%	E: -20%	F: -5%
Cc1cc(NC(=O)c2ccc3c(c2)OCCO3)ccc1NC(=O)c1cc2ccccc2o1
  A: 11µM*	B: -1%	C: 21%	D: ·	E: ?	F: 1%
Cc1ccc(Cl)cc1N(CC(=O)Nc1cccc(N(C)S(C)(=O)=O)c1)S(C)(=O)=O
  A: -7%	B: 1%	C: -2%	D: 5%	E: -30%	F: 0%

Some of these compounds in order of SMILES length, high to low:
Labels used below: A = HCV inhibitor; B = LmPK inh; C = Pf growth 48h; D = Sm TGR inh; E = Pf growth 96h; F = TbPYK inhibitor
O=C(c1cc(C(=O)N2CCCC2)cc([N+](=O)[O-])c1)N1CCCC1
  A: 15%	B: -8%	C: 12%	D: 8%	E: 29%	F: -4%
Nn1c(Cc2cccc3ccccc23)nnc1SCc1ccc(Cl)c(Cl)c1
  A: -28%	B: 0%	C: ?	D: -4%	E: -20%	F: -5%
C/C(=N\Nc1nncc2ccccc12)c1cccc(OC(F)F)c1
  A: ?	B: -9%	C: 140%[activator]	D: 0%	E: 288%[activator]	F: -21%

Later entries.
Labels used below: A = HCV inhibitor; B = LmPK inh; C = Pf growth 48h; D = Sm TGR inh; E = Pf growth 96h; F = TbPYK inhibitor
CC(C)CC(=O)NCCCCc1ccccc1
  A: 0%	B: 1%	C: 41%[activator]	D: 5%	E: 24%	F: -4%
Cc1cccc(CCNC(=O)CCc2c(C)nc3ncnn3c2C)c1
  A: -14%	B: -2%	C: 3%	D: 2%&-3%	E: ?	F: -8%&2%
Cc1ccc(C)c(CS(=O)(=O)c2cn(CC(=O)N3CCC(C)CC3)c3ccccc23)c1
  A: -3%	B: 3%	C: ?	D: 1%	E: 5.2µM*	F: 4%
O=C(CN1C(=O)NC2(CCCc3ccccc32)C1=O)N1CCN(c2cccc(C(F)(F)F)c2)CC1 (stereo unspecified)
  A: 23%	B: ·	C: -17%	D: 6%	E: ?	F: -1%
COc1ccc(S(=O)(=O)N2CCCC(C(=O)NCCC(C)C)C2)cc1 (stereo unspecified)
  A: -5%	B: 6%	C: ?	D: 50%[activator]	E: -5%	F: -3%
O=C(Nc1ccc2c(c1)OCO2)c1ccccc1
  A: 9%	B: 3%	C: 95%[activator]	D: 2%	E: 3%	F: 0%
CC(=O)Nc1nonc1C(=O)N1CCC(C)CC1
  A: 6%	B: 0%	C: 3%	D: -20%	E: ·	F: -11%
COC(=O)CSCC(=O)Nc1nnc(-c2ccccc2C)s1
  A: 8%	B: -4%[11.5 µM]	C: ?	D: 6%	E: -2%	F: -4%
CCN1CCCC1CNC(=O)c1cc(NC(C)=O)c(N(C)C)cc1OC (stereo unspecified)
  A: 8%	B: -1%	C: 8%	D: -25%	E: ?	F: -8%
CCc1cc(CNC(=O)CC2C(=O)NCCN2Cc2ccc(-c3ccccc3)cc2)on1 (stereo unspecified)
  A: -5%	B: 0%	C: -16%	D: ?	E: 2.1µM*	F: -7%
CC1(c2ccc(Cl)cc2)NC(=O)N(CC(=O)NCc2cccs2)C1=O (stereo unspecified)
  A: 6%	B: 1%	C: 13%	D: 6%	E: 37%[activator]	F: 0%
C=CCSc1nc2ccccc2n1C(=O)/C=C/c1cc(OC)c(OC)c(OC)c1
  A: 6.3µM*	B: 3%	C: ?	D: 6%	E: -5%	F: 0%
O=S(=O)(/C=C/c1ccccc1)n1cnc2ccccc21
  A: -4%	B: -3%	C: 3%	D: -2%	E: -7%	F: -5%
O=C(NNS(=O)(=O)c1ccccc1)c1sccc1-n1cccc1
  A: -3%	B: 0%	C: -6%	D: 4%	E: 40%[activator]	F: 1%
COc1ccc(C)cc1N(C)C(=O)c1coc(=O)c2ccccc12
  A: 27%	B: -3%	C: -12%	D: 2%	E: ·	F: -5%
COc1ccc(CCN(C)CC(=O)Nc2c(C)cc(C)cc2C)cc1OC
  A: -2%	B: 3%	C: ?	D: 100µM*	E: ?	F: 1%
COc1cccc(N2CCN(Cc3nc(N)nc(Nc4ccccc4)n3)CC2)c1
  A: ?	B: 7%	C: -16%	D: -29%	E: 5%	F: 5%
CN1C(=O)[C@H]2[C@@H](C3CC3)N3C(=O)CN(CC4CC4)C(=O)[C@@]3(C)[C@H]2C1=O
  A: 6%	B: -6%	C: 65%	D: -1%	E: 5%	F: 6%
O=S1(=O)NC[C@]23C[C@H](c4ccc(F)cc4)[C@@H](C[C@@H]21)O3
  A: 11%	B: 3%	C: -4%	D: -5%	E: ?	F: 4%
CCCOC(=O)c1c(NC(=O)C2C3C=CC(C3)C2C(=O)O)sc2c1CCC(C)C2 (stereo unspecified)
  A: 8%	B: 9%	C: 41%[activator]	D: 35%	E: 15%	F: -27%
CN1CCN(C(=S)Nc2cccc(C(F)(F)F)c2)CC1
  A: 1%	B: -3%	C: -15%	D: -7%	E: ?	F: -5%
O=c1c2ccccc2oc2nc3ccn(Cc4ccncc4)c(=O)c3cc12
  A: ·	B: -4%	C: -1%	D: -20%	E: ?	F: ·
O=C(O)[C@H]1CCC(=O)N1Cc1ccco1
  A: 23%	B: 2%	C: 13%	D: -15%	E: 42%[activator]	F: -3%
C/C(CC(=O)NC(C)C)=N\NC(=O)C(c1ccccc1)c1ccccc1
  A: 10%	B: -1%	C: -1%	D: 0%	E: ?	F: -1%
CCOc1ccc(NC(=O)CN(C)C(=O)Cn2c(=O)cnc3ccccc32)cc1OCC
  A: 11%	B: ·	C: 21%	D: 5%	E: 37%[activator]	F: -8%
